# Tau ThT inhib = qHTS for Inhibitors of Tau Fibril Formation, Thioflavin T Binding. AID 1460, 2008. Potency, µM (doses to about 57.4 µM), for the others: at the top dose activity, negative = inhibition, actives largely listed as inhibitors. 2.1% of 270,000 active. recombinant tau K18 P301L (four-repeat tau fragment), heparin-induced fibrillization, ThT fluorescence; note: nearly all actives have a fitted effect of over 55% in size
# Target sequence (P10636 561-689 P618L limits assumed): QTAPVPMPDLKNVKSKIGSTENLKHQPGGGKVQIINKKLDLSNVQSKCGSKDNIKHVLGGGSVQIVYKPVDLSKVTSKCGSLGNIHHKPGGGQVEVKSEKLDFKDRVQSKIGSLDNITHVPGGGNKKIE
#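 Heparin-induced (20 uM) aggregation of recombinant human K18 P301L tau, 15 uM unlabeled with 0.24 uM labeled, pH 7 acetate buffer, 6 hr at 37 C with compound. Fibrils quantified by 30 uM ThT fluorescence after 1 hr ambient incubation.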
# KDM4E inh = qHTS Assay for Inhibitors of Human Jumonji Domain Containing 2E (JMJD2E). Potency, µM (top dose mostly 57.1 µM), inactives show at the highest dose activity change, negative = inhibition, hits mostly inhibitors. JMJD2E catalytic domain, FDH-coupled NADH fluorescence (FDH is formaldehyde dehydrogenase). Lysine-specific demethylase 4E (Homo sapiens), B2RXH2. 1.6% of 230,000 active; active = well fitted inhibition curve with a large enough effect, not every such curve was filed as active; inconclusive = small, poorly fitted or top-dose-only effect, or another doubt; inactive = no such curve, though single readings can be large or run the other way;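 note: 0% = wells with enzyme and -100% = buffer wells without enzyme; nearly all actives have a fitted effect of over 50% in size; many of its hits are not listed in these tables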
# GoLoco inh red = qHTS Assay for Inhibitors of RGS12 GoLoco Motif Activity (Red Fluorophore). 0.44% of 230,000 active. Potency, µM (highest dose often 61.6 µM), for inactives: top-dose activity, negative = inhibition, actives largely listed as inhibitors. Gai1:RGS12 GoLoco peptide FP, rhodamine, 10 min. Guanine nucleotide-binding protein G(i) subunit alpha-1 (Homo sapiens), P63096. AID 880, 2007; active = well fitted inhibition curve with a large enough effect, not every such curve was filed as active; inactive = no such curve, though single readings can be large or run the other way; note: nearly all actives have a fitted effect of over 30% in size; many of its hits are not listed in these tables
# Target sequence (P63096 whole entry, looked up): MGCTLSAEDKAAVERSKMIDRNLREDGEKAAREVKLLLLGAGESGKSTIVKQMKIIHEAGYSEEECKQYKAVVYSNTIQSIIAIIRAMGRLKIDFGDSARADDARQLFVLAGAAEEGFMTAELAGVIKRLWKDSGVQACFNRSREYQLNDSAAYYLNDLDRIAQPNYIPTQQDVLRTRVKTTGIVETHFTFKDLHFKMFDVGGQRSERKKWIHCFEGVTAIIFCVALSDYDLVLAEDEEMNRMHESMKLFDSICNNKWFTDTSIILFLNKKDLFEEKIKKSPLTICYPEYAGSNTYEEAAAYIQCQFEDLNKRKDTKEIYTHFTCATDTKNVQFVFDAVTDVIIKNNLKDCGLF
# RECQ1 inh = qHTS Assay for Inhibitors of RecQ-Like Dna Helicase 1 (RECQ1) | ATP-dependent DNA helicase Q1 (Homo sapiens), P46063 | RECQ1 DNA unwinding, red fluorescence kinetic read | Potency, µM (highest dose often 57.3 µM), for inactives: at the highest dose activity, negative = inhibition, actives largely listed as inhibitors | 0.54% of 240,000 active | AID 2549, 2010;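 note: plate controls were vehicle for no effect and no enzyme for full effect; nearly all actives have a fitted effect of over 30% in size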
#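 RECQ1T1 50 nM; forked duplex (20 bp + 30-nt ss tails) 200 nM, ATP 2 mM final; pH 8.0, 2 mM MgCl2, 2.5 ug/ml poly(dI-dC); 15 min compound preincubation; discontinuous kinetic read over 2 h at RT.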
# L3MBTL1 block = qHTS Assay for the Inhibitors of L3MBTL1 | Lethal(3)malignant brain tumor-like protein 1 (Homo sapiens), Q9Y468 | AlphaScreen L3MBTL1–H3K9me1 peptide binding | Potency, µM (titrated, usually from 57.1 µM), for the others: at the top dose activity, negative = inhibition, hits mostly inhibitors | 0.66% of 230,000 active | AID 485360, 2010; note: nearly all actives have a fitted effect of over 60% in size
#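 First, the protein-peptide complex forms for 30 min at room temperature (L3MBTL1 50 nM, biotinylated H3K9me1 peptide 75 nM). Next, compounds are pin-transferred and incubated 30 min. Finally, AlphaScreen beads are added and read after 30 min.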
# Tau FP inhib = qHTS for Inhibitors of Tau Fibril Formation, Fluorescence Polarization; K18 P301L tau heparin fibrillization, Alexa594 FP, 6 h; 0.39% of 280,000 active; AID 1468, 2008; Potency, µM (series often up to 57.7 µM), without a hit: top-dose activity, negative = inhibition, most hits filed as inhibitors; Microtubule-associated protein tau (Homo sapiens), P10636; note: nearly all actives have a fitted effect of over 55% in size
#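 Human K18 P301L fragment (15 uM unlabeled plus 0.24 uM Alexa 594-labeled) in 100 mM sodium acetate pH 7 with compound, aggregation induced by 20 uM heparin for 6 hr at 37 C. ThT (30 uM) added for 1 hr, then Alexa 594 FP read.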
# TRb-SRC2 inh = qHTS for Inhibitors of the Interaction of Thyroid Hormone Receptor and Steroid Receptor Coregulator 2. Thyroid hormone receptor beta (Homo sapiens), P10828. TRbeta-SRC2 peptide binding, fluorescence polarization; receptor liganded with 1 µM T3. Potency, µM (titrated, usually from 106 µM), without a hit: at the highest dose activity change, negative = inhibition, usual class: inhibitors. 0.065% of 280,000 active;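 note: plate controls were bound peptide for no effect and peptide without receptor for full effect; nearly all actives have a fitted effect of over 50% in size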
# Target sequence (P10828 whole entry, looked up): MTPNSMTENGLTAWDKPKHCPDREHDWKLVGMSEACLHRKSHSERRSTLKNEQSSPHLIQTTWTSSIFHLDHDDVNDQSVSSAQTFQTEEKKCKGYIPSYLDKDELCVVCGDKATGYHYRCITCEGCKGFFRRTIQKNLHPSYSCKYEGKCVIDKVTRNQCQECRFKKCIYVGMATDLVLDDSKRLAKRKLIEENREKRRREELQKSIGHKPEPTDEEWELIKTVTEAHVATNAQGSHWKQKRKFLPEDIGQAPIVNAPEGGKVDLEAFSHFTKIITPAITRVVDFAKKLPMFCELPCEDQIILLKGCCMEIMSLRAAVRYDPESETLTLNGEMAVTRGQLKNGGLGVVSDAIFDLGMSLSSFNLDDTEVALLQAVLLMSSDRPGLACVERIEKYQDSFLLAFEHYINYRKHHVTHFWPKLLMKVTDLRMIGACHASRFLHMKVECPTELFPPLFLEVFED
#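 Each compound concentration gave % activity, normalized to unbound and bound Texas Red SRC2 controls, from polarization read after 5 hr ambient incubation with T3-loaded human TRb LBD.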
# TexasRed fluor = Total Fluorescence Counterscreen for Inhibitors of the Interaction of Thyroid Hormone Receptor and Steroid Receptor Coregulator 2 | TRb/SRC2 Texas Red total fluorescence interference | Potency, µM (highest dose often 106 µM), inactives show at the highest dose fluorescence change, negative = quenching | 0.29% of 280,000 active | AID 1479, 2009; active = well fitted curve in either direction with a large enough effect; inconclusive = small, poorly fitted or top-dose-only effect
#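 Human TRβ ligand-binding domain (0.6 uM) and Texas Red SRC2 peptide (20 nM) in Tris buffer with 1 uM T3 and 5% DMSO were incubated with pinned compound for 5 hr at ambient temperature. Total fluorescence was computed as S + 2P (555/632 nm).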
# Starred values were filed as active, the others as inactive; i = inactive; ? = inconclusive; · = not tested or not shown; & = joins results of further samples; [ ] = another dose, or the depositor's remark. Unless noted, calls come from the whole dose curve; as a rule, active = well fitted curve in the direction sought with a large enough effect; inconclusive = small, poorly fitted or top-dose-only effect, or another doubt; inactive = no such curve, though single readings can be large; an effect the other way counts as inactive or inconclusive. Unless noted, % is set by controls: 0 for no effect and ±100 for the full control effect; potency is the fitted concentration of half-maximal effect.
nr	compound	Tau ThT inhib	KDM4E inh	GoLoco inh red	RECQ1 inh	L3MBTL1 block	Tau FP inhib	TRb-SRC2 inh	TexasRed fluor
1	CCC(=O)Nc1ccc2oc(-c3ccccc3Br)nc2c1	?	1%	-15%	-7%	41%[activator]	-2%	-3%	-5%
2	COc1ccc(N(Cc2cccs2)C(=O)COc2ccc(C(C)C)cc2)cc1	-13%	·	·	·	·	9%	-8%	-3%
3	CC(=O)c1c(C(C)=O)c(C)n(-c2ccc(C(=O)O)cc2)c1C	-2%	-7%	0%	-7%	2%	3%	5%	-9%
4	O=C(CN1C(=O)C2(SCC(=O)N2c2ccccc2)c2ccccc21)NCCc1ccccc1 (stereo unspecified)	10%	·	·	·	·	3%	0%	0%
5	CC(=O)OCC1=C(C(=O)O)N2C(=O)C(NC(=O)c3ccc(COc4c(C)cccc4Cl)o3)C2SC1 (stereo unspecified)	?	-3%	-2%	?	·	-13%	-6%	0%
6	COc1ccc(-c2c3c(=O)n(C)c(=O)n(C)c3cn2Cc2ccccn2)cc1	?	?	4%	-6%	-1%	-6%	-9%	0%
7	Cc1ccc(Cn2ccc(NC(=O)c3cc4nc5c(c(C(F)(F)F)n4n3)CCc3ccccc3-5)n2)cc1	-3%	0%	5%	-2%	4%	-5%	-1%	-1%
8	CC(Nc1oc(-c2ccccc2)nc1-c1ccc(C(F)(F)F)cc1)c1ccccc1 (stereo unspecified)	1%	-6%	2%	10%	·	-8%	9%	-2%
9	COCCn1c(SCc2cc(=O)n3cc(C)ccc3n2)nc2ccccc2c1=O	-6%	6%	8%	i	6%	-2%	-4%	1%
10	COCCCn1c(=O)/c(=C\c2ccccc2OC(F)F)s/c1=C(/C#N)C(=O)NCCOC	12%	3%	1%	0%	·	2%	8%	1%
11	Cc1ccc(-c2c(C)c(-c3ccc(F)cc3)nc(N)c2C#N)o1	?	?	-1%	-6%	7%	-4%	7%	2%
12	Cc1nc(SCC(=O)Nc2ccc(N3CCOCC3)cc2)nc(C)c1C	?	3%	0%	-6%	-6%	0%	-2%	-1%
13	CCn1c(SCCC(=O)O)nnc1-c1cccnc1	-3%	4%	0%	i	2%	6%	-3%	-5%
14	COCCNC(=O)C1CCCN(c2nn3c(=O)cc(C)nc3s2)C1 (stereo unspecified)	-1%	-4%	4%	i	-4%	-4%	3%	1%
15	NNC(=O)CSc1nc(-c2ccccc2)nc2c1CCCC2	-5%	5%	6%	13%	-18%	6%	-6%	-2%
16	COC(=O)[C@@]1(Cc2ccc(OC)cc2)[C@@H]2C(=CC(=O)[C@H]2CC(=O)C(=O)N(C)C)CN1C(=O)c1ccccc1	?	2%&-9%	10%&3%	-8%	-5%	-7%&-5%	5%&2%	1%&-6%
17	S=c1[nH]nc(-c2cc(-c3ccccc3)n[nH]2)n1/N=C/c1cccc(Cl)c1	?	?	-9%	?	-25%	6%	11%	-7%
18	CCCCNC(=O)NCCN1CCOCC1	-6%	8%	15%	i	-4%	2%	2%	1%
19	C/C(Cl)=C/Cn1c(SCC(C)C)nc2c1c(=O)[nH]c(=O)n2C	-4%	0%	4%	i	2%	3%	-2%	-6%
20	COCCCNC(=O)CN(c1ccc(OC)cc1)S(=O)(=O)c1ccc(NC(C)=O)cc1	-3%	3%	3%	-10%	-2%	-3%	3%	-1%
21	CCN(C(=O)CN(C)Cc1cccc(Cl)c1Cl)c1c(N)n(Cc2ccccc2)c(=O)[nH]c1=O	5%	-1%	4%	-9%	3%	11%	-9%	-3%
22	CCCCNC(=O)CC1N=C2c3ccccc3N=C(SCC(=O)Nc3ccccc3OC)N2C1=O (stereo unspecified)	-12%	?	-6%	8%	0%	-13%	-19%	-3%
23	CCCCc1nn2c(=O)cc(COC(=O)c3ccccc3NC(=O)C(C)(C)C)nc2s1	?	·	·	·	·	?	-4%	0%
24	O=C(c1cccnc1)N1CCN(S(=O)(=O)c2ccc(F)cc2)CC1	-6%	-22%	10%	-3%	47%[activator]	6%	-3%	-1%
25	Clc1ccc(-c2nc(-c3cc4cc(Cl)ccc4o3)cs2)cc1	-15%	-1%	8%	i	·	1%	-2%	0%
26	O=C(O)C1=C[C@@H](C2CC2)C[C@@H](OCc2ccc(CO)cc2)O1	2%	-2%	4%	-4%	7%	-7%	-10%	-2%
27	Cc1cc(F)ccc1NC(=O)Cn1c(=O)ccc2cc(S(=O)(=O)N3CCC(C)CC3)ccc21	8%	·	·	·	·	-9%	2%	0%
28	COc1ccc(CCNC(=O)CCS(=O)(=O)c2ccc(Br)cc2)cc1OC	-3%	2%	8%	i	·	4%	0%	0%
29	N#Cc1cc(C(=O)c2ccccc2OCC(=O)Nc2ccccc2Cl)cn(C2CCCCC2)c1=O	-5%	-1%	7%	-6%	7%	-1%	1%	3%
30	Fc1ccc(-n2c(CN3CCCCC3)n[nH]c2=S)cc1	6%	-6%	1%	-18%	-5%	6%	-8%	-5%
31	COc1ccc(C2C(C#N)=C(N)Oc3cc(C)[nH]c(=O)c32)c(OC)c1OC (stereo unspecified)	-4%	4%	6%	-15%	·	10%	-4%	-1%
32	Cc1cccc(-n2c(SCc3nc(-c4ccccc4C)no3)nnc2-c2ccccc2)c1	-3%	·	·	·	·	-2%	4%	7%
33	CC(C)c1cc(C(=O)NCc2ccc(F)cc2)no1	-2%	·	·	·	·	-3%	-2%	5%
34	Cc1ccc(C(c2nnnn2CC2CCCO2)N2CCN(C(=O)c3ccco3)CC2)cc1 (stereo unspecified)	-1%	0%	-1%	-3%	-3%	2%	3%	2%
35	O=C(CCNC(=O)c1ccccc1)OCN1C(=O)c2ccccc2C1=O	-10%	-4%	-21%	-12%	2%	1%	-4%	1%
36	CC1(C)CC2(CCCN(CC(O)(c3ccccc3)c3ccccc3)C2)CCO1 (stereo unspecified)	-13%	2%	9%	-4%	9%	-2%	6%	-1%
37	O=C(Nc1ccc2c(c1)OCO2)c1ccc(Cl)nc1	?	-4%	-4%	-4%	·	1%	-2%	2%
38	O=C1/C(=C/c2cccs2)SC(=S)N1c1ccccc1	-7%	-3%	0%	i	4%	-4%	-5%	-3%
39	Cn1cc(C2=C(c3ccc(Cl)cc3Cl)C(=O)NC2=O)c2ccccc21	·	2%&-1%	57%&24%[activator]	?	·	·	7%&3%	-3%&4%
40	CC1CC[C@@]2(OC1)OC1CC3C4CC=C5CC(O)CC[C@@]5(C)C4CC[C@]3(C)C1C2C (stereo partly specified)	-8%	4%	5%	-5%	·	1%	-13%	0%
41	Cn1cc(C=O)c2ccccc21	5%	-3%	7%	-1%	-11%	2%	-2%	-3%
42	Cc1ccccc1S(=O)(=O)Nc1cccnc1	-5%	2%	4%	i	-5%	-8%	-4%	1%
43	Cc1ccc(-c2ccc(CCC(=O)O)n2-c2cccc(C)c2C)cc1	?	·	·	·	·	5%	-3%	-3%
44	Cc1[nH]c2ccccc2c1C(=O)C(C)OC(=O)c1ccc([N+](=O)[O-])o1 (stereo unspecified)	-13%	-14%	11%	-8%	?	6%	1%	-2%
45	COc1ccc(Cl)cc1S(=O)(=O)N1CCCC1=O	9%	-18%	17%	i	1%	-6%	4%[53 µM]	-1%[53 µM]
46	CCc1c(C(=O)NCc2ccccc2Cl)[nH]c(C)c1C(C)=O	-5%	-2%	17%	i	-3%	0%	5%	2%
47	Cc1c(C)c2cc3c(c(C)c2oc1=O)OCN(CCc1ccccc1)C3	-15%	·	·	·	·	5%	3%	8%
48	COc1ccc(C2CC(=O)Oc3cc(C)cc(C)c32)cc1 (stereo unspecified)	-13%[81.4 µM]	·	7%[88.7 µM]	-5%[81.1 µM]	7%	6%[81.3 µM]	-3%	-3%
49	Brc1[nH]nc2ccccc12	-3%	1%	4%	-6%	7%	1%	3%	1%
50	Cn1cccc1CNC(=O)Nc1ccc(Cl)cc1	-16%	-7%	7%	i	-11%	-2%	-8%	0%
51	Cc1ccccc1NC(=O)CN1C(=O)CCn2nc(-c3cccn3C)cc21	-4%	·	·	·	·	1%	4%	5%
52	CCCn1c(O)c(C=Nc2ccccc2)sc1=S	-17%	4%	-1%	-5%	1%	12%	7%	-1%
53	CCOCCc1nn2c(=O)cc(COC(=O)CNC(=O)c3ccc(F)cc3)nc2s1	1%	·	·	·	·	5%	-1%	-2%
54	Cc1ccc(-c2csc(NC(=O)c3cccc(N4C(=O)CCC4=O)c3)n2)o1	-15%	-23%	-14%	-9%	5%	7%	5%	-12%
55	O=C(NC1CCCCCC1)C1CCN(S(=O)(=O)c2cccc3cccnc23)CC1	1%	0%	3%	-3%	2%	-13%	4%	1%
56	Cc1ccc(C)c(Cn2c(=O)c3c(nc4n3CCN4Cc3ccco3)n(C)c2=O)c1	-17%	1%	12%	-17%	-7%	-2%	-17%	1%
57	Cc1cccc(NC(=O)CSc2nc3nc4c(cc3c(=O)n2-c2ccccc2)CCCC4)c1	1%	-14%	9%	-4%	-7%	1%	-6%	0%
58	NC(=O)Nn1c(CCC(=O)O)ccc1-c1ccc(Br)cc1	-11%	?	4%	?	·	0%	2%	1%
59	CC(C)c1ccc(OCc2nc(-c3ccccn3)no2)c(Br)c1	?	8%	8%	-6%	12%	-2%	-2%	0%

# A portion of the library, so the mix of outcomes need not match the whole.
